Screening results from PubChem.
CASP6 VEID inh: human caspase-6 inhibitors, primary screen, biochemical, VEID-R110 fluorescence, single point, set 2. purified caspase-6, Z-VEID-R110 cleavage fluorescence. inhibition, % at 12.5 µM. 0.53% of 350,000 active. AID 686996, 2013;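 active means mean inhibition across replicates at least about 35%, with every replicate also reaching that limit, limit read from the data; inconclusive means only one of the two criteria met; inactive means neither criterion met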;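 further: 0% = median of neutral control wells and 100% = no fluorescence left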
Target sequence (P55212 24-179 limits assumed): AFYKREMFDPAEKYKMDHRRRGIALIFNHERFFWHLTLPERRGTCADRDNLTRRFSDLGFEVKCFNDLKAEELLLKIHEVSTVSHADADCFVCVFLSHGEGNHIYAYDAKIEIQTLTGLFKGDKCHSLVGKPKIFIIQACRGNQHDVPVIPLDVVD
Target sequence (P55212 194-293 limits assumed): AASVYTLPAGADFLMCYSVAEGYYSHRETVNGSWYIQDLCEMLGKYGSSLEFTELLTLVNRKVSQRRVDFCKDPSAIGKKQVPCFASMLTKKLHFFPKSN
LGR2 antag: inhibitors of bursicon-induced LGR2 CRE-luciferase signal, primary screen, cell-based, HEK293, CRE-luciferase reporter, bursicon stimulation. Drosophila bursicon receptor LGR2 (rickets). bursicon-stimulated, 4 h. inhibition, % at 9.99 µM. 0.35% of 380,000 active;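 active means drop in luminescence signal, shown as inhibition above about 50% in the replicate tests, limit read from the data, passing the limit was not always enough; inconclusive means probably only some replicates passing the limit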;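 further: agonist challenge used bursicon conditioned medium at about half maximal strength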
esBAF inh: Bmi1 luciferase reporter increase in mESCs, primary screen, esBAF inhibitor project, mouse ES cells, Bmi1 luciferase knock-in, single point; 24 h; 100% = twice the neutral-well signal; reporter increase, % at 12.5 µM; 2% of 350,000 active; in the data active means activation above about 40%; inconclusive means no clear call, values can overlap the other calls;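 further: 0% = median of the plate's neutral control wells and 100% = double that signal; a rise in the Bmi1 reporter signal indicates esBAF inhibition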
SIRT5 inh: SIRT5 desuccinylase inhibitors, primary screen, biochemical, fluorescence imaging, single point, set 5. Purified SirT5, succinyl-peptide AMC, trypsin-coupled fluorescence. 1.1% of 330,000 active. AID 652115, 2013. inhibition, % at 15 µM. NAD-dependent protein deacylase sirtuin-5, mitochondrial (Homo sapiens), Q9NXA8; in the data active means inhibition above about 15%; inconclusive means no clear call, values can overlap the other calls
Target sequence (Q9NXA8 whole entry, looked up): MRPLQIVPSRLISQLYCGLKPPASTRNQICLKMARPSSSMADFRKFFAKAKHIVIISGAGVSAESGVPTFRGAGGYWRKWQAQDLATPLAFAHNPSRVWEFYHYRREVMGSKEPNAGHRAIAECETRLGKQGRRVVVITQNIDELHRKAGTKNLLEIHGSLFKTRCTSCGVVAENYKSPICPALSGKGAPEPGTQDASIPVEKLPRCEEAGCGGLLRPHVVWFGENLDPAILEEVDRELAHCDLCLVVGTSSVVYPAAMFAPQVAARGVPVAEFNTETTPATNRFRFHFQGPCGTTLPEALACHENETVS
FN deposition inh: inhibitors of fibronectin matrix deposition, primary screen, AH1F cells, Alexa488-fibronectin fluorescence, plate reader. 0.086% of 350,000 active. AH1F fibroblasts, overnight. AID 743247, 2014. inhibition, % at 12.6 µM;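 active means mean inhibition across replicates of 30% or more, regardless of how many single replicates reach that level; inconclusive means mean under 30% yet at least half of replicates reach 30%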;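 further: positive control wells lacked labelled fibronectin entirely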
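Schedule: 1 h cell adhesion before compound, then overnight fibronectin incubation; test system: AH1F fibroblast monolayer depositing Alexa488-labelled fibronectin into matrix; quantity: 10000 AH1F cells per well; probe or stimulus: fluorescent fibronectin at 24 nM final; signal: fluorescence, ex 485 nm, em 525 nm; evaluation: percent inhibition as loss of matrix-bound fibronectin fluorescence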
S100A4 MyoIIA: inhibitors of S100A4-myosin IIA peptide binding, primary screen, biochemical, fluorescence polarization, TAMRA-MyoIIA peptide; Protein S100-A4 (Homo sapiens), P26447; AID 652163, 2013; 0.14% of 360,000 active; inhibition, % at 10.7 µM;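 active means mean inhibition of at least 70% across replicates, with every replicate also reaching that level; inconclusive means mean inhibition reaches 70% but some replicates fall short; inactive means mean inhibition below 70%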
Target sequence (P26447 whole entry, looked up): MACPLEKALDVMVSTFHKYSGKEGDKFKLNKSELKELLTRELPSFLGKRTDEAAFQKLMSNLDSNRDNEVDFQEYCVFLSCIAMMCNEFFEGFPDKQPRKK
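incubation = readout 5 min after mixing, signal stable up to 60 min | system = S100A4 monomer protein | buffer or medium = HEPES pH 7.2 with CaCl2, KCl, NaCl, DTT, Triton | benchmarks = neutral control DMSO, positive control TFP | also added = fluorescent myosin IIA peptide, 5 nM | compound dosing = one concentration per compound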
Statin myotox sup: suppressors of statin myotoxicity in C2C12 myotubes, primary screen, cell-based, single point, plate reader. rescue of ATP level, % at 7.49 µM. 0.78% of 330,000 active. C2C12 myotubes + simvastatin, ATP luminescence, 48 h; scaled: DMSO 0, geranylgeraniol control 100. AID 602340, 2012;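 active means mean ATP rescue above about 67%, or every replicate alone reaching that limit, limit read from the data, passing the limit was not always enough; inconclusive means no clear call, values can overlap the other calls; inactive means mean under the limit and some replicate under it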;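 further: myotubes were challenged with 10 µM simvastatin during compound exposure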
* hit, by the source's call; ? = inconclusive; . = not tested or not shown. Not all compounds are listed; count on the stated rates, not on these rows.

compound,LGR2 antag,esBAF inh,SIRT5 inh,S100A4 MyoIIA,FN deposition inh,CASP6 VEID inh,Statin myotox sup
O=C(NC1CCCc2ccccc21)c1cccc(S(=O)(=O)N2CCOCC2)c1 (stereo not given),-2,.,1,3,.,2,.
COC(=O)c1oc2ccccc2c1NC(=O)c1ccccc1O,-17,-5,4,2,-13,-1,-5
O=C(NCCC1=CCCCC1)C(=O)NCC1OCCCN1S(=O)(=O)c1ccc(F)cc1 (stereo not given),-19,-5,0,1,14,3,7
COC(=O)c1sccc1-n1cc(C#N)c(=O)n(C)c1=O,-12,.,0,0,-1,1,.
Cc1ccc(CCNC(=O)CSCc2ccc(F)cc2)cc1,-3,-5,-1,-10,-5,1,3
Cc1ccccc1NS(=O)(=O)c1ccc(Cl)cc1,7,-2,2,-8,-4,0,-9
Cn1c(N)c(C(=O)COC(=O)CCCc2nc3ccccc3s2)c(=O)n(C)c1=O,14,.,-2,-1,-7,2,.
CCN1CCN(c2ccc(NC(=O)c3ccc(Br)o3)cc2)CC1,-33,20,-1,-8,-3,-8,-6
O=C1NC(=O)c2cc([N+](=O)[O-])cc3cccc1c23,-1,-8,-3,5,0,2,1
Cn1cc(S(=O)(=O)N2CCN(c3cccc(C(F)(F)F)c3)CC2)c(=O)n(C)c1=O,9,-5,2,-3,-4,2,-9

The list goes on:
compound,LGR2 antag,esBAF inh,SIRT5 inh,S100A4 MyoIIA,FN deposition inh,CASP6 VEID inh,Statin myotox sup
COCCCNC(=O)c1nc2ccccc2c(=O)n1NC(=O)Nc1c(Cl)cccc1Cl,-9,2,-3,-5,-16,-1,-6
COC(=O)C1=C(C)NC(C)=C(C(=O)OC)C1C(=O)OCC(=O)c1ccc(F)cc1,-15,.,-3,-7,2,1,.
Cc1nc2ccc(NC(=O)c3cc(Cl)ccn3)cc2s1,12,5,5,4,4,-4,-14
CCCc1nnc(SCC(=O)N2CCCCC2C)n1CC (stereo not given),.,-10,.,.,13,.,-3
Cc1cccc(OCC(=O)N(Cc2ccco2)C2CCS(=O)(=O)C2)c1C (stereo not given),-9,5,3,-2,-4,0,3
CCOc1cc(/C=N/n2c(COc3ccccc3)n[nH]c2=S)ccc1O,12,-9,-3,-4,5,1,19
Cc1c(C(=O)Nc2ccc(-c3nnc4n3CCCCC4)cc2)oc2c1ccc1ccccc12,11,1,.,.,6,.,3
CC(=O)N[C@@H](Cc1c[nH]c2ccccc12)C(=O)OCc1ccc(C#N)cc1,16,-7,-1,3,-7,.,6
C[C@@H]1O[C@H](CCc2cccc(Cl)c2)CC2=C1C(=O)OC(C)(C)O2,-11,.,-2,5,15,1,.
O=C1COC(c2ccccc2)C2CCCCN12 (stereo not given),.,.,-2,14,-1,-2,.

(more compounds)
compound,LGR2 antag,esBAF inh,SIRT5 inh,S100A4 MyoIIA,FN deposition inh,CASP6 VEID inh,Statin myotox sup
Cc1ccc(C2=NN(S(C)(=O)=O)C(c3ccc4c(c3)OCO4)C2)cc1 (stereo not given),-42,.,-1,-11,1,1,.
Cc1ccccc1NC(=O)CSc1ccncc1,5,7,-12,-2,1,1,5
C[C@@H]1CN([C@H](C)CO)C(=O)c2cc(C#C[C@@H](C)O)cnc2O[C@H]1CN(C)C(=O)CC1CC1,4,4,-3,5,-5,1,4
CC1CCCCC1NC(=O)c1cc(Cl)nc2ccccc12 (stereo not given),-3,3,.,-4,4,-1,-1
CCOC(=O)Cc1c(C)nc2cc(-c3ccc(C(C)(C)C)cc3)[nH]n2c1=O,6,32,.,.,-7,.,13
CC(/C=C/c1cccc([N+](=O)[O-])c1)=N\NC(=O)c1ccncc1,.,.,-1,-4,6,6,.
CCOc1ccc(S(=O)(=O)Nc2cccc(C(=O)N3CCN(c4cccc(OC)c4)CC3)c2)cc1,2,7,-1,-4,2,0,8
Cc1noc(C)c1S(=O)(=O)N(C)C[C@@H]1Oc2ccc(NC(=O)NC(C)C)cc2CC(=O)N([C@H](C)CO)C[C@H]1C,6,-2,.,4,.,0,32
Cc1onc(-c2ccccc2)c1CNC(=O)Nc1cccc(Cl)c1,8,-2,5,-2,12,4,-13
CCCCC(=O)N(c1ccc(OC)cc1)C1C=CS(=O)(=O)C1 (stereo not given),-2,0,-3,-3,.,0,-1

Not a retest: entries from further up.
compound,LGR2 antag,esBAF inh,SIRT5 inh,S100A4 MyoIIA,FN deposition inh,CASP6 VEID inh,Statin myotox sup
Cc1onc(-c2ccccc2)c1CNC(=O)Nc1cccc(Cl)c1,8,-2,5,-2,12,4,-13
CCCCC(=O)N(c1ccc(OC)cc1)C1C=CS(=O)(=O)C1 (stereo not given),-2,0,-3,-3,.,0,-1

Remaining list, next part
compound,LGR2 antag,esBAF inh,SIRT5 inh,S100A4 MyoIIA,FN deposition inh,CASP6 VEID inh,Statin myotox sup
COc1ccccc1N1CCN(C(=O)COc2cc(C)cc(C)c2)CC1,-3,.,.,-10,7,-2,.
Cc1c(N=C2NN=C(c3ccc(Cl)cc3)CS2)c(=O)n(-c2ccccc2)n1C,-2,14,1,-4,-4,7,4
C[C@H](CO)N1C[C@H](C)[C@@H](CN(C)C(=O)Nc2cccc3ccccc23)Oc2ccc(NC(=O)Nc3ccc(C(F)(F)F)cc3)cc2C1=O,-6,-1,.,.,.,.,6
COC(=O)c1cc(COC(=O)c2nc3nc(C)cc(C)n3n2)oc1C,5,.,0,22,-7,-1,.
O=C(C[C@H]1CC[C@H](NC(=O)C2CCC2)[C@@H](CO)O1)NCCCN1CCOCC1,6,0,2,-22,-9,2,3
C[C@H](CO)N1C[C@H](C)[C@H](CN(C)C(=O)Nc2cccc3ccccc23)Oc2ccc(NS(=O)(=O)c3cn(C)cn3)cc2C1=O,2,3,-1,-6,2,0,18
C[C@@H]1CN([C@@H](C)CO)C(=O)c2cc(NC(=O)CCN3CCOCC3)ccc2O[C@@H]1CN(C)C(=O)Nc1ccc(C(F)(F)F)cc1,6,-5,2,-1,.,.,-31
CCC1=C2CC[C@H]3C(=O)N(c4ccccc4)C(=O)[C@H]3[C@H]2[C@@]2(C)C(=NCc3ccccc3)OC(=O)N2C1=O,13,-3,.,0,-13,2,-5
C[C@H]1CN([C@@H](C)CO)S(=O)(=O)c2ccc(/C=C/c3ccccc3)cc2O[C@@H]1CN(C)Cc1ccc(C(=O)O)cc1,9,-7,25*,12,.,2,-7
O=[N+]([O-])c1ccc2c(c1)-c1ccccc1C2O (stereo not given),7,10,-5,-1,.,-1,-3

The listing continues.
compound,LGR2 antag,esBAF inh,SIRT5 inh,S100A4 MyoIIA,FN deposition inh,CASP6 VEID inh,Statin myotox sup
Cc1ccc(C23CC4CC(CC(C(=O)NC(C(=O)O)C(C)C)(C4)C2)C3)cc1 (stereo not given),5,-8,-5,-7,11,0,11
CCCC1NC(=S)NC(C)=C1C(C)=O (stereo not given),.,.,-1,-4,7,1,.
CC(=O)Nc1ccc(C(=O)OCC(=O)NC(=O)NC(C)(C)C)cc1,.,3,.,.,5,.,-12
CC(=O)N1CCN(c2nnc(-c3ccccc3)c3ccccc23)CC1,-1,-3,-4,-3,14,1,13
COc1cccc(CN2CCC(n3nccc3NC(=O)CCCc3ccccc3)CC2)c1,8,-5,-2,0,1,0,-5
C/C(Cn1cnc([N+](=O)[O-])n1)=N\NC(=O)c1ccccc1O,-19,.,-2,3,-1,4,.
Cc1cccc(NC(=O)CSc2nnc(-c3cnccn3)n2Cc2ccco2)c1,.,3,.,.,1,.,-5
C[C@@H]1CN([C@H](C)CO)S(=O)(=O)c2ccc(-c3ccc(C(=O)N(C)C)cc3)cc2O[C@H]1CN(C)C,-16,0,2,-18,12,2,-15
CC(C)=CCN1CCN(Cc2nc(C(C)C)cs2)CC1CCO (stereo not given),5,1,-2,2,-2,1,-5
C[C@H](CO)N1C[C@H](C)[C@H](CN(C)CC2CCOCC2)Oc2cc(C#C[C@@H](C)O)ccc2S1(=O)=O,3,-1,1,-18,-8,1,8

The list goes on:
compound,LGR2 antag,esBAF inh,SIRT5 inh,S100A4 MyoIIA,FN deposition inh,CASP6 VEID inh,Statin myotox sup
CC1=Nc2ccccc2/C1=C\c1nc(-c2ccc(C(F)(F)F)cc2)oc1O,-4,4,4,?,.,-4,26
Cc1cnc(C(=O)NNC(=O)c2ccc(Br)cc2)cn1,2,-10,-4,3,.,-1,6
COc1ccccc1NC(=O)CSc1nnc(CC(=O)Nc2ccccc2C)n1C,-10,2,-3,-3,1,2,15
C[C@@H]1CCC[C@]2(O[C@@H](CCO)C[C@H](O)[C@H]2O)O1,2,2,.,-2,7,-1,7
CSc1ccc(/C=N/NC(=O)c2ccccc2Cl)cc1,-58,79*,-5,5,0,2,-1
CO[C@@H](CN(C)C(=O)c1ccccc1F)[C@H](C)CN([C@H](C)CO)S(=O)(=O)c1ccc(C)cc1,-24,-9,-5,3,-7,0,15
O=C(C[C@H]1C[C@@H]2c3cc(NC(=O)Nc4ccccc4F)ccc3O[C@@H]2[C@H](CO)O1)NCc1ccc(Oc2ccccc2)cc1,-2,-3,-1,-2,-21,-2,11
COc1ccc(-n2cc(-c3ccccc3)c3c(N4CCOCC4)ncnc32)cc1,28,-7,-4,-1,.,.,-2
O=S(=O)(NC(=S)c1ccccc1)c1ccc(F)cc1,-5,-7,2,-3,-4,-1,8
O=C(NCC[C@@H]1CC[C@H](NC(=O)c2cccnc2)[C@H](CO)O1)Nc1ccc(F)cc1,5,3,0,-1,.,2,9

(list continues)
compound,LGR2 antag,esBAF inh,SIRT5 inh,S100A4 MyoIIA,FN deposition inh,CASP6 VEID inh,Statin myotox sup
Cc1ccc(NC(=O)Cn2c(=O)oc3ccccc32)cc1,12,.,1,1,.,-1,.
COc1ccc2oc(=O)c(C(=O)Oc3ccc(NC(C)=O)cc3)cc2c1,-2,-3,-3,-11,.,2,-7
C[C@@H]1CN([C@H](C)CO)C(=O)c2cc(-c3cccnc3)cnc2O[C@@H]1CN(C)C(=O)Nc1ccc(F)cc1,-1,-1,-3,8,.,2,10
COc1ccc(S(=O)(=O)N2CCCCCC2)cc1C(=O)N(C)Cc1ccc(Cl)cc1Cl,1,6,0,1,3,1,7
C=CCn1c(O)c(N=NC(=S)Nc2ccccc2F)c2ccccc21,2,.,2,3,19,-3,.
COc1cccc(/C=C/c2nc3c(cnn3-c3ccccc3)c(=O)[nH]2)c1,-9,.,-5,-1,4,2,.
O=C(CS(=O)(=O)Cc1ccccc1)Nc1ncccn1,-6,-3,.,.,.,.,-2
